HCV inh = HCV inhibition; Huh7.5.1 HCVcc-Cre infection, luciferase reporter, 44 h; Potency, µM (highest dose often 41.8 µM), for inactives: at the highest dose activity change, negative = inhibition, usual class: inhibitors; actives 3.4% (n = 340,000); AID 651820
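HCVcc-Cre virus at an moi near 0.5 was added right after compound to cells cultured 4 h from seeding (1,000 cells/well). Luciferase activity was determined 44 h later, 15 min after substrate addition at RT.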
Tb PYK inh = T. brucei pyruvate kinase inhibition; Q57TT1; TbPYK enzyme, Kinase-Glo Plus ATP luminescence, 45 min; Potency, µM (series often up to 76.8 µM), for the others: at the top dose activity, negative = inhibition, most hits filed as inhibitors; actives 0.12% (n = 410,000); also: nearly all actives have a fitted effect of over 50% in size
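Readout: single end-point luminescence (Kinase-Glo Plus, 10 min). Reaction conditions were TbPYK/substrate plus 130 uM ADP, 45 min at RT, pH 7.2 TEA buffer. No-enzyme wells served as controls, and data were normalized before concentration-response fitting.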
LmPK inh = LmPK (Leishmania mexicana) enzyme inhibition. purified LmPK, Kinase-Glo ATP luminescence, 1 h. Potency, µM (highest dose often 57.5 µM), for the others: at the top dose activity change, negative = inhibition, most hits filed as inhibitors. actives 0.37% (n = 290,000)
Target sequence (Q27686 whole entry, looked up): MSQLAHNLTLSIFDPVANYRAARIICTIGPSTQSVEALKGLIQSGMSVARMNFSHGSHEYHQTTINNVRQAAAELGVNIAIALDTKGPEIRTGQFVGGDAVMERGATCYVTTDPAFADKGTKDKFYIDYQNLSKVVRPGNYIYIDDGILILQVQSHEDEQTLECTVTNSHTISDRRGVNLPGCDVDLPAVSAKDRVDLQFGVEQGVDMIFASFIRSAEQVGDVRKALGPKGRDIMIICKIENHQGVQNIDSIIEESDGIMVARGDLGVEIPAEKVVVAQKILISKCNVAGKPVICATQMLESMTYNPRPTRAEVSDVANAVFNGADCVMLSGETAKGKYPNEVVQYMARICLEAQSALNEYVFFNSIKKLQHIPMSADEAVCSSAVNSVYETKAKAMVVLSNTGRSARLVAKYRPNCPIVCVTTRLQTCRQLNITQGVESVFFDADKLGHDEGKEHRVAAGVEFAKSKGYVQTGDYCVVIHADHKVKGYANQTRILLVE
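In 50 mM imidazole pH 7.2 with 7 mM MgCl2, LmPK (0.1 nM) turned over PEP (0.5 mM) and ADP (0.1 mM) for 1 h at room temperature. Luciferase read-out of ATP.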
Pf growth 96h = P. falciparum growth inhibition at 96 hour, primary screen for plastid delayed-death inhibitors; P. falciparum luciferase reporter growth, 96 h; Potency, µM (titrated, usually from 28.7 µM), without a hit: at the highest dose activity change, negative = inhibition, usual class: inhibitors; AID 504834; actives 6.9% (n = 320,000)
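Cell-based qHTS: luciferase-tagged P. falciparum in erythrocytes (2% hematocrit, 0.05% parasitemia final) incubated with compounds for 96 hours, 37 C, 5% CO2; luciferase detection reagent then added and luminescence measured.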
Sm TGR block = blocks Schistosoma mansoni thioredoxin glutathione reductase; purified TGR, DTNB reduction, TNB absorbance 405 nm; Potency, µM (series often up to 114 µM), without a hit: at the highest dose activity change, negative = inhibition, hits mostly inhibitors; actives 3% (n = 360,000); AID 485364; also: nearly all actives have a fitted effect of over 60% in size
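Kinetic colorimetric format: TGR-catalysed, NADPH-driven DTNB reduction monitored via TNB absorbance. Enzyme dispensed at 20 nM; compound exposure 15 min at room temperature before reaction start.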
Pf growth 48h = P. falciparum growth inhibition at 48 hours (one generation). P. falciparum luciferase growth in erythrocytes, 48 h. actives 5.9% (n = 310,000). Potency, µM (doses to about 28.7 µM), for inactives: top-dose activity change, negative = inhibition, actives largely listed as inhibitors. AID 504832
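Luciferase-expressing parasites in RBCs, 2% Hct / 0.1% parasitemia final; RPMI 1640 + 0.5% Albumax; 37 C, 5% CO2, one generation; luminescence read-out, lower signal = inhibition.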
Starred values were filed as active, the others as inactive; u = inconclusive; x = not tested or not shown; & = joins results of further samples; [ ] = another dose, or the depositor's remark. Calls follow the shape of the dose curve; as a rule, active = well fitted curve in the direction sought with a large enough effect; inconclusive = small, poorly fitted or top-dose-only effect, or another doubt; inactive = no such curve, though single readings can be large; an effect the other way counts as inactive or inconclusive. % is scaled to controls: 0 for no effect and ±100 for the full control effect; potency is read from the fitted curve at half-maximal effect.

SMILES | HCV inh | Tb PYK inh | LmPK inh | Pf growth 96h | Sm TGR block | Pf growth 48h
[Cl][Pt+2][Cl].[NH-]C1CCCCC1[NH-] (stereo not given) | 19.1% | -11.6% | x | 4.2% | u | u
COC(=O)[C@@H]1C[C@@]2(O)[C@@H](O)[C@@H](O)[C@@H](O)C[C@H]2N1Cc1ccc(C(F)(F)F)cc1 | 28.9% | 3.5% | -9.8% | 51.2%[activator] | -26.2% | 70.5%[activator]
COc1cccc(OC)c1NC(=O)C1CCCN1C(=O)NCc1ccccc1 (stereo not given) | 10.8% | 4.3% | 1.2% | 8.9% | 13.4% | -0.6%
NC(=O)c1ccsc1NC(=O)COC(=O)c1ccc(Cl)c(N)c1 | 15.3% | -15.8% | x | u | -12.0% | 15.2%
COC(C[C@H]1O[C@@H]1[C@@H](O)[C@H](C)OCc1ccccc1)OC | 13.9% | -0.5% | -2.3% | 83.9%[activator] | -17.4% | -7.0%
Cc1ccc(-c2nc(CSCC(=O)N3CCCC3)c(C)o2)cc1 | u | x | -8.4% | -8.1% | -19.9% | u
Cc1c(C(=O)OCC(=O)NC2CC2)oc2ccc(Br)cc12 | -3.9% | 2.9% | x | 11.8% | 1.5% | -23.3%
CCC(c1nnnn1Cc1ccc(OC)cc1)N1CCN(C(=O)c2ccco2)CC1 (stereo not given) | 7.4% | -2.1% | -5.2% | 3.2% | -5.5% | -10.5%
COc1ccc2c(c1)C(=O)N(c1ccc(C)cc1C)C(=O)C2 | 4.5% | -2.0% | 1.9% | -12.0% | 13.2% | 3.2%
O=C(O)c1ccc(-c2nnn(Cc3ccccc3F)n2)cc1 | 16.2% | 1.3% | -1.4% | 39.4% | 12.2% | 49.5%[activator]
CCOC(=O)c1c(C)nc2sc(C(N)=O)c(N)c2c1-c1ccc(OC)cc1 | u | -1.0% | 1.9% | x | -9.2% | 6.8%
CCC(NS(=O)(=O)c1ccc(C)cc1)C(=O)N1CCN(c2ccccn2)CC1 (stereo not given) | 1.6% | 1.7% | -2.0% | -29.9% | 1.8% | x
CCOc1ccc(-c2ccc(/C=C3/C(=N)N4C=CSC4=NC3=O)o2)c([N+](=O)[O-])c1 | 11.2µM* | 0.3% | -1.5% | u | -2.9% | 25.4%
CN(C)S(=O)(=O)c1cccc2nsnc12 | 20.4% | 2.2% | -2.2% | -29.5% | -3.3% | 2.0%
O=C1Nc2ccc(F)cc2C12Nc1ccccc1-c1nnc(SCc3ccccc3F)nc1O2 (stereo not given) | 7.0% | 0.1% | -0.1% | 7.2% | -23.6% | 107.1%[activator]
COCCCn1c(SCC(=O)NCc2ccco2)nc2sc3c(c2c1=O)CCC3 | -24.0% | 4.7% | 3.5% | 3.3% | 39.8µM* | u
CC(C)c1ccccc1NC1=CC(=O)CC(C)(C)C1 | 3.9% | -1.8% | -1.5% | 149.8%[activator] | -15.8% | 0.1%
COc1nc(N(C)C)nc(N(C#N)S(=O)(=O)c2ccc(C)cc2)n1 | 10.8% | -8.2% | -7.2% | -17.5% | 6.2% | 18.3%
Cc1cccc(NC(=O)CSc2ncnc3c2oc2ccccc23)c1 | 5.8% | -7.0% | 7.3% | 17.6% | -28.1% | x
COc1ccc(N2CCN(S(=O)(=O)CCNC(=O)COc3ccccc3OC)CC2)cc1 | -13.4% | -9.1% | -3.3% | 4.8% | -10.5% | -4.4%
CC1CCN(C(=S)Nc2cccc(S(=O)(=O)N(C)C)c2)CC1 | -11.1% | -5.2% | 6.0% | -12.0% | -2.9% | 16.5%
COc1ccc(S(=O)(=O)N(CC(=O)NCCC(C)C)c2ccccc2)cc1OC | 4.9% | -6.5% | 0.8% | 10.5% | 1.3% | u
CC1=C(C(=O)OC2CCCCCC2)C(c2ccc(C)o2)C2=C(CCCC2=O)N1 (stereo not given) | u | 0.7% | 2.3% | 91.7%[activator] | u | u
CC(CN1C(C)CCCC1C)OC(=O)c1cccc(Br)c1 (stereo not given) | 15.7% | -4.7% | 7.7% | 26.8% | 6.7% | 10.3%
O=C(Nc1ccc(N2CCCC2)c(Cl)c1)c1cccs1 | u | -9.6% | u | u | x | u
CCOC(=O)c1c(NC(=O)CSc2nnnn2-c2ccccc2OCC)sc2c1CC(C)(C)NC2(C)C | u | -1.4% | x | 8.28µM* | 5.3% | 10.4µM*
COc1ccccc1CNc1ccc([N+](=O)[O-])cc1C | u | 6.1% | 8.1% | -21.7% | 6.0% | -21.8%
CSCCC(NC(=O)c1ccccc1)C(=O)NCCCn1nc(C)cc1C (stereo not given) | 11.1% | -1.0% | x | -9.1% | 1.1% | 12.2%
CC(C)CN(CC(C)C)S(=O)(=O)c1cc([N+](=O)[O-])ccc1N1CCCCCC1 | 9.4% | 2.4% | -2.0% | u | 4.7% | u
O=C(COc1ccccc1[N+](=O)[O-])N(Cc1ccccc1)c1ccccn1 | -0.7% | 0.5% | 2.7% | -16.9% | 13.3% | u
CSc1nc(C(=O)N2CCCC(Nc3ccc(C)c(C)c3)C2)cs1 (stereo not given) | -2.2% | -17.2% | -3.2% | 11.9% | -18.9% | -14.3%
CC(=O)/C(C#N)=C1\NC(=O)C(Cc2cc(Cl)ccc2Cl)S1 (stereo not given) | -7.6% | -4.7% | 0.0% | -25.9% | -0.1% | u
COc1ccc(S(=O)(=O)Cc2ccc(C(=O)NCCc3cc(OC)ccc3OC)o2)cc1 | -23.1% | -9.2% | -0.4% | 169.6%[activator] | -0.5% | -17.0%
Cc1cn([C@H]2C=C[C@@H](CO)O2)c(=O)[nH]c1=O | -15.2%[8.37 µM] | 3.1%&4.2%&3.6% | 1.6%&1.9% | u | 4.3%&-15.6%&1.1% | -16.4%&2.1%&2.8%
S=C(Nc1ccc2c(c1)OCCO2)Nc1ccc2c(c1)OCO2 | -0.6% | -2.0% | -1.7% | 35.2%[activator] | -11.7% | 227.1%[activator]
Cc1cccc(NC(=O)CSc2nnc(C)c(C)n2)c1 | 3.4% | 0.0% | 0.1% | -0.5% | -0.3% | 12.0%
CC(=O)OCc1c(F)c(F)c(-n2nc(C)cc2C)c(F)c1F | -6.2% | 4.6% | 1.3% | -0.7% | -1.3% | -5.0%
COc1ccc2nc3oc(C(=O)NCc4cccs4)cc3cc2c1 | 6.3% | 2.5% | 2.7% | 0.0% | 4.6% | u
O=C(CS(=O)(=O)c1cn(Cc2ccccc2Cl)c2ccccc12)N1CCOCC1 | 6.9%&1.7% | 3.3% | 2.0% | 31.6%[activator] | -0.8% | -22.1%
O=C(COc1ccc(Cl)cc1)N(Cc1ccccc1)c1nc(-c2ccccc2)cs1 | -1.1% | -15.1% | 2.0% | 30.4%[activator] | 9.7% | 1.47µM*
O=C(O)CN1C(=O)/C(=C/c2ccc(SCc3ccccc3)o2)SC1=S | 27.0% | -13.7% | -3.9% | 1.7% | 10µM* | 35.8%[activator]
COc1ccc(S(=O)(=O)N2CCN(CC(=O)Nc3ccc(C)c(F)c3)CC2)cc1 | u | -0.5% | 3.4% | 13.6% | -30.2% | -36.2%
O=S(Cc1ccc(Cl)cc1)CC(O)(c1ccccc1)c1ccccc1 (stereo not given) | 17.4% | x | 2.1% | 0.0% | 0.0% | -2.1%
CCc1cc[n+](-c2nc3ccccc3nc2C(=C=[N-])C#N)cc1 | 13.3% | x | -0.7% | u | -15.4% | u
O=C(Nc1cnc2sc3c(n2c1=O)CCCC3)c1ccc(F)cc1 | u | -5.2% | -2.9% | 75.9%[activator] | 8.8% | 40.3%[activator]
CCSc1nnc(NC(=O)c2ccc(S(=O)(=O)N(C)C)cc2)s1 | -1.9% | 2.3% | -0.2% | 175.5%[activator] | 3.7% | -8.9%[5.75 µM]
COc1nccnc1NS(=O)(=O)c1ccc(N/C=C2\CCCCC2=O)cc1 | 14.1% | -12.2% | 9.8% | u | -27.0% | 5.6%
CCn1c(SC(C)C(=O)O)nc2sc3c(c2c1=O)CCC3 (stereo not given) | -0.3% | -24.7% | -0.5% | 34.0%[activator] | -1.3% | -10.5%

A different layout for some results above.
SMILES	HCV inh	Tb PYK inh	LmPK inh	Pf growth 96h	Sm TGR block	Pf growth 48h
CC(=O)OCc1c(F)c(F)c(-n2nc(C)cc2C)c(F)c1F	-6.2%	4.6%	1.3%	-0.7%	-1.3%	-5.0%
COc1ccc2nc3oc(C(=O)NCc4cccs4)cc3cc2c1	6.3%	2.5%	2.7%	0.0%	4.6%	u
O=C(CS(=O)(=O)c1cn(Cc2ccccc2Cl)c2ccccc12)N1CCOCC1	6.9%&1.7%	3.3%	2.0%	31.6%[activator]	-0.8%	-22.1%
O=C(COc1ccc(Cl)cc1)N(Cc1ccccc1)c1nc(-c2ccccc2)cs1	-1.1%	-15.1%	2.0%	30.4%[activator]	9.7%	1.47µM*
O=C(O)CN1C(=O)/C(=C/c2ccc(SCc3ccccc3)o2)SC1=S	27.0%	-13.7%	-3.9%	1.7%	10µM*	35.8%[activator]
COc1ccc(S(=O)(=O)N2CCN(CC(=O)Nc3ccc(C)c(F)c3)CC2)cc1	u	-0.5%	3.4%	13.6%	-30.2%	-36.2%
O=S(Cc1ccc(Cl)cc1)CC(O)(c1ccccc1)c1ccccc1 (stereo not given)	17.4%	x	2.1%	0.0%	0.0%	-2.1%
CCc1cc[n+](-c2nc3ccccc3nc2C(=C=[N-])C#N)cc1	13.3%	x	-0.7%	u	-15.4%	u

(continued)
SMILES | HCV inh | Tb PYK inh | LmPK inh | Pf growth 96h | Sm TGR block | Pf growth 48h
CCOc1cccc(C2C(C#N)=C(N)Oc3cc(C)[nH]c(=O)c32)c1OCC (stereo not given) | -1.1% | 0.4% | -0.9% | -3.2% | 0.3% | -9.9%
Cc1nn(C)c(Oc2cccc(Cl)c2)c1C(=O)Nc1ccc(F)cc1 | -9.6% | 3.7% | 3.3% | u | -12.2% | u
Cc1csc(SC(C)C(=O)Nc2ccc(Cl)cn2)n1 (stereo not given) | -27.5% | 0.0% | -3.1% | 51.7%[activator] | 12.9% | 10.6%
Cn1c(=O)c2c(nc(Br)n2Cc2nnc(N)s2)n(C)c1=O | 6.5% | -0.4% | -1.0% | 27.1% | u | -12.2%
O=C(O)Cn1ncn(-c2ccc(OC(F)(F)F)cc2)c1=O | -4.1% | -7.2% | 4.8% | u | -2.5% | -18.4%
O=C(O)c1ccc(N=Cc2c(O)[nH]c(=O)[nH]c2=O)cc1 | 3.8% | -4.5% | -6.1% | 24.8% | -20.9% | 17.2%
O=[N+]([O-])c1cc(/C=N/O)ccc1Sc1ccccc1 | -23.8% | 1.4% | 6.0% | x | -0.3% | 11.7%
CC(=O)Cc1nsc(NC(=O)c2ccc(COc3ccccc3Cl)o2)n1 | 10.4% | 1.8% | -2.4% | -3.7% | -23.0% | 19.6%
COc1ccc(-n2nc(C(=O)N3CCC(N4CCCCC4)CC3)c3c4ccccc4n(C)c3c2=O)cc1 | -9.3% | -1.5% | 1.8% | u | 1.2% | u
CCOc1ccc(C(=O)C(C)OC(=O)Cn2cnc3c2c(=O)n(C)c(=O)n3C)cc1 (stereo not given) | -3.4%[8.37 µM] | -2.0% | x | 9.1% | 1.2% | 11.9%
Cc1ccccc1Cn1nc(C)c(NC(=O)c2sc3ccccc3c2Cl)c1C | 31.6µM* | 1.4% | 1.7% | u | -20.9% | u
COc1ccc(N2CC(C(=O)Nc3nnc(SCC(=O)N4CCOCC4)s3)CC2=O)cc1 (stereo not given) | -1.9% | -6.4% | -9.1% | 6.57µM* | -20.7% | -19.7%
Cc1cc(C(F)(F)F)n2ncc(C(=O)O)c2n1 | 12.4% | 0.7% | 8.1% | 3.1% | 2.4% | x
